TRPC6 inh: inhibitors of mouse TRPC6 channel; Q61143; HEK293-TRPC6, membrane potential dye, ACh-evoked depolarization; hits give low values; B-score at 10 µM; hit rate 1.1% among 310,000; AID 2553;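 active = B-score under library mean minus 3 SD, initial fluorescence not abnormally high, positive integrated signal ratio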;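 note: B-score derived from integrated fluorescence ratio over the kinetic read; more negative B-score means stronger inhibition of depolarization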
Target sequence (Q61143 whole entry, looked up): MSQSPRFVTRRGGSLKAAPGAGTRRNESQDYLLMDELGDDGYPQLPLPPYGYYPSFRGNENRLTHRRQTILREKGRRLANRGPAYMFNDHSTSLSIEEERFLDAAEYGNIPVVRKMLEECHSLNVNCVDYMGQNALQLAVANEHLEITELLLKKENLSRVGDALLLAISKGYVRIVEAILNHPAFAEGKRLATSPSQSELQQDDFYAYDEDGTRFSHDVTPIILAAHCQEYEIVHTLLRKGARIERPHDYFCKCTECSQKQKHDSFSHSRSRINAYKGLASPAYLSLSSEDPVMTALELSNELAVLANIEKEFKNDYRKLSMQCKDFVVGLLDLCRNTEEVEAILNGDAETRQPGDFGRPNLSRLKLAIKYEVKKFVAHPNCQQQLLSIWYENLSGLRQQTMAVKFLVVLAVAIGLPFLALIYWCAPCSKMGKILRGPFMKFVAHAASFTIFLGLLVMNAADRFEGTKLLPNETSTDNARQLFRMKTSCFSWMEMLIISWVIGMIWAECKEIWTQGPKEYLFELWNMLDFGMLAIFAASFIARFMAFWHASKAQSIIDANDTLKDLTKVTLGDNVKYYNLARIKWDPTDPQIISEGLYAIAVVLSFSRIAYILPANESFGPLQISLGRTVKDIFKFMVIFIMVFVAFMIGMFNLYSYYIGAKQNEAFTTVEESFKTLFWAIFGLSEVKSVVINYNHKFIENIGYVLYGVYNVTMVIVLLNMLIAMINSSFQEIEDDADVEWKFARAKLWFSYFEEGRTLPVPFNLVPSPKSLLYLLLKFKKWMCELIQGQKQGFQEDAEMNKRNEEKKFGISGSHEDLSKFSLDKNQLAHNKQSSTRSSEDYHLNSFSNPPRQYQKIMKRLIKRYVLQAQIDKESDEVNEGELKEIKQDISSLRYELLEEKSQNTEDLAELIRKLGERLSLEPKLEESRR
MrgX1 ag: activates human MrgX1 receptor signaling | hit rate 0.44% among 310,000 | MrgX1-HEK293 cells, Fluo-4 calcium fluorescence, agonist mode; hits give high values | B-score at 10 µM | AID 588627 | Q96LB2;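 active = calcium response B-score plate-corrected fluorescence ratio at least 3 library SD, with starting fluorescence B-score inside 5 SD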
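Material: MrgX1-expressing HEK293 cells; input: 15,000 cells per well; doses: test compound given as first of three sequential additions; schedule: overnight plating before 1 h dye loading; technique: Fluo-4 NW calcium-flux fluorescence, kinetic read; evaluation: baseline-normalised fluorescence change ratio, B-scored; control set: plate-wise positive and negative controls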
SKKanGAS inh: SKKanGAS growth inhibition; hit rate 1.3% among 300,000; S. pyogenes SKKanGAS, kanamycin growth, BacTiter-Glo, 6 h; inhibition, % at 7.5 µM;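 active = mean replicate score, as percent of positive control median, at least 50; inconclusive = mean below 50 but one replicate at or above 50; inactive = mean and every replicate below 50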;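 note: strain carries kanamycin resistance gene driven by streptokinase promoter and grows in 40 µg/ml kanamycin; loss of luminescence reflects streptokinase promoter inhibition or plain growth inhibition; 0% = median of DMSO wells and 100% = positive control at its reference dose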
RGS4 inh: human RGS4 inhibition. HEK293 M3R/RGS4 inducible, Fluo-4 calcium flux; hits give high values; triggered by carbachol at its EC20. B-score at 10 µM. hit rate 0.45% among 310,000;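 active = B-score, a plate-corrected calcium signal, over three deviations above library mean, with baseline fluorescence within five deviations of library mean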;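 note: RGS4 expression induced by doxycycline in cells with stable M3 receptor; B-score is computed from the integrated fluorescence ratio over baseline after carbachol; higher B-score means a larger calcium signal and so more RGS4 inhibition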
TRPC6 act: mouse TRPC6 channel activation; HEK293-TRPC6 membrane potential dye fluorescence; hits give high values; hit rate 0.13% among 310,000; B-score at 10 µM;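 active = B-score of the integrated fluorescence ratio above library mean plus 3 SD, and starting fluorescence ratio within library mean plus 5 SD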;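 note: higher score means more depolarization so channel activation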
MrgX1 antag: antagonists of human MrgX1 receptor; Q96LB2; MRGX1-HEK293 calcium flux, Fluo-4, BAM8-22 antagonism; hits give low values; B-score at 10 µM; hit rate 1.3% among 310,000; AID 588676;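 active = calcium-response B-score plate-corrected more than 3 library SD below zero, starting fluorescence within 5 deviations, no agonist response on first addition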;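 note: peak minus trough fluorescence over baseline after final BAM8-22 challenge near maximal dose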
ANO1 block: inhibitors of mouse TMEM16A calcium-activated chloride channel; Q8BHY3; HEK293 TMEM16A/YFP iodide influx fluorescence, ionomycin; normalized B-score (activity score, 25-100; higher = stronger inhibition) at 10 µM; hit rate 1.2% among 310,000; AID 588511;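 active = ratio plate-corrected score three or more library SD toward inhibition, starting fluorescence score within five deviations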;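 note: score derived from kinetic fluorescence span divided by baseline fluorescence per well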
HDAC3 inhib: human HDAC3 inhibition | O15379 | recombinant HDAC3, fluorogenic peptide/trypsin coupled, fluorescence | inhibition, % at 8.3 µM | hit rate 0.15% among 320,000 | AID 2718; in the data active = inhibition above about 26%, passing the limit was not always enough; inconclusive = no clear call, values can overlap the other calls
RGS4 pot: potentiators or activators of RGS4 | HEK293 M3R/inducible RGS4, carbachol calcium flux Fluo4; hits give low values | B-score at 10 µM | hit rate 0.92% among 310,000;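 active = B-score of the integrated calcium signal more than 4 SD below the library mean, with starting fluorescence not abnormally high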;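 note: negative B-score means reduced calcium response which marks RGS4 activation or potentiation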
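System: HEK293 FlpIn-TREx cells, stable M3R, doxycycline-inducible RGS4. Timing: overnight RGS4 induction, 30 min dye load 37 °C, 20 min compound RT. Also added: carbachol, ECmax concentration. Measured by: Fluo4 fluorescence kinetic imaging of calcium. Evaluation: integrated calcium ratio converted to B score.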
MrgX1 allo act: allosterically activates human MrgX1 receptor signaling; MrgX1-HEK293, Fluo-4 calcium flux, FDSS; hits give high values; B-score at 10 µM; hit rate 0.63% among 310,000; AID 588675;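 active = plate-corrected calcium response at least 3 library SD above typical, normal starting fluorescence, not activating the receptor alone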;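 note: compound read alongside a low EC10 to EC30 dose of BAM8-22 agonist; peak minus trough fluorescence over baseline measured at the second addition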
TMEM16A act: activators or potentiators of mouse TMEM16A chloride channel. HEK293 TMEM16A/YFP-H148Q/I152L, iodide quench fluorescence; hits give low values. Q8BHY3. hit rate 0.3% among 340,000. B-score at 10 µM. AID 623877;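 active = fluorescence-ratio B-score plate-corrected deviation score at least 3 library SD below zero, with starting fluorescence score within 5 deviations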;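 note: channel opened by trigger with iodide after compound preincubation; score built on the fluorescence ratio of max minus min over baseline; more negative score means more quench and so TMEM16A activation or potentiation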
* marks the source's active call; other numbers are inactive results; i = inactive; ? = inconclusive; . = not tested or not shown. Outcome played no part in choosing rows; about 6.7% have a hit in one of these screens.

SMILES	TRPC6 inh	MrgX1 ag	SKKanGAS inh	RGS4 inh	TRPC6 act	MrgX1 antag	ANO1 block	HDAC3 inhib	RGS4 pot	MrgX1 allo act	TMEM16A act
CCOc1ccc(CN2CCN(C(=O)c3cccc4ccccc34)CC2)cc1	i	i	-0.7	i	i	i	i	9.6	i	i	i
CCc1c(O)nc(SCC(=O)Nc2ccccc2)n(C(C)CC)c1=O (stereo unspecified)	i	i	11.0	i	i	i	i	0.8	i	i	i
CSCc1c(C(=O)Nc2ccc(N3CCOCC3)cc2)oc2ccccc12	i	i	2.9	i	i	i	i	.	i	i	i
COc1ccc(-c2nc(N)n(C(=O)c3ccccc3Cl)n2)cc1	i	i	5.0	i	i	i	i	2.8	i	i	i
Cc1ccc(CNC(=O)[C@@H](NC(=O)C2CCN(C(=O)[C@@H](N)CC(C)C)CC2)C(C)C)cc1	i	i	-1.2	i	i	i	i	-1.4	i	i	i
COc1ccc(COC(=O)c2cccc(S(=O)(=O)N3CCN(C(C)=O)CC3)c2)cc1	i	i	-7.4	i	i	i	i	-0.6	i	i	i
CC[C@H](C)[C@@H](C(=O)N1CCNCC1)n1cc([C@@H](N)CC(C)C)nn1	i	i	17.3	i	i	i	i	3.9	i	i	i
CCNC(=S)NNC(=O)CCn1c2ccccc2c2ccccc21	i	i	-3.0	i	i	i	i	4.3	i	i	i
CCN1C(=O)[C@H]2[C@@H](c3ccc(-c4ccc(OC)cc4)cc3)N[C@@](CC(C)C)(C(=O)OC)[C@H]2C1=O	i	i	3.7	i	i	i	i	1.8	i	i	i
Cc1ccc(NC(=O)CNC(=O)c2sc3ccccc3c2Cl)nc1	i	i	4.3	i	i	i	i	-2.9	i	i	i
CCn1c(NC(=O)c2cccs2)c(-c2cccs2)c(=O)c2ccccc21	i	i	-1.4	i	i	i	i	?	i	i	i
N#C/C(=C\c1ccccc1)C(=O)Nc1cc(S(=O)(=O)N2CCOCC2)ccc1N1CCCC1	i	i	4.5	i	i	i	i	5.2	i	i	i
CN(C)c1ccc(CNn2cnnc2)cc1	i	i	1.7	i	i	i	i	1.2	i	i	i
COC(=O)C(Cc1ccc(O)cc1)NC(=O)CCNC(=O)c1ccco1 (stereo unspecified)	i	i	0.1	i	i	i	i	-1.8	i	i	i
O=C(Nc1ccc(O)cc1)C1CCCN1S(=O)(=O)c1ccc(F)cc1 (stereo unspecified)	i	i	-2.3	i	i	i	i	-2.8	i	i	i
Cc1cccc(NC(=S)N(CCN(C)C)C(C)c2ccccn2)c1 (stereo unspecified)	i	i	9.9	i	i	i	i	-8.5	i	i	i
Cn1cc(CC(=O)NCCCN2CCCC2)c2ccccc21	i	i	-0.1	i	i	i	i	2.6	i	i	i
O=C(O)/C=C/c1cn(-c2ccccc2)nc1-c1cc2ccccc2o1	i	i	4.2	i	i	i	i	-27.5	i	i	i
CC(=O)Nc1ccc(NC(=O)C2CCCN2C(=O)NC2CCCCC2)cc1 (stereo unspecified)	i	i	1.2	i	i	i	i	-9.5	i	i	i
O=C(CNC(=O)c1ccco1)Nc1ccncc1	i	i	-1.9	i	i	i	i	-4.1	i	i	i
CCOc1ccccc1NC(=O)COC(=O)C1CC(=O)N(c2c(C)cccc2C)C1 (stereo unspecified)	i	27.9*	-1.7	i	i	i	i	-11.5	i	i	i
CCOC(=O)/C(C#N)=C1/C=CN(Cc2ccccc2)C=N1	i	i	0.9	i	i	i	i	3.6	i	i	i
CCS(=O)(=O)N1CCCC(C(=O)NCc2cccc(OC)c2)C1 (stereo unspecified)	i	i	-5.8	i	i	i	i	6.9	i	i	i
O=C(NCc1ccccc1)C(=O)NCC(c1ccco1)N1CCOCC1 (stereo unspecified)	i	i	1.5	i	i	i	i	-15.6	i	i	i
O=C(CC1C(=O)NCCN1CC1CCCCC1)NCc1ccc(Cl)cc1 (stereo unspecified)	i	i	8.3	i	i	i	i	2.2	i	i	i
CCN1C(=NCC2CC2)N[C@@H](c2cccc(C(F)(F)F)c2)C(C(=O)OC)=C1C	i	i	5.7	i	i	i	i	-22.6	i	i	i
CCOc1ccc(C(C)=O)cc1CN1C(=O)NC2(CCCCCC2)C1=O	i	i	-2.5	i	i	i	i	-0.1	i	i	i
COCCCNC(=O)CN1C(=O)CSc2ccc(S(=O)(=O)N3CCOCC3)cc21	i	i	-1.1	i	i	i	i	-2.8	i	i	i
Cc1csc(NC(=O)CSc2sc3c(O)cc(=O)[nH]c3c2C#N)n1	i	i	32.8	i	i	i	i	5.6	i	i	i
COc1ccc(C2NC(=O)CCC2[N+](=O)[O-])c(OC)c1OC (stereo unspecified)	i	i	-0.4	i	i	i	i	1.8	i	i	i
Cc1csc(=NC(=O)c2ccccc2)n1C	i	i	4.1	i	i	i	i	3.1	i	i	i
COc1ccc(/C(O)=C2/C(=O)C(=O)N(c3nc(C)c(C)s3)C2c2ccco2)cc1 (stereo unspecified)	i	i	21.5	i	i	i	i	1.5	i	i	i
O=C(CN1C(=O)c2ccccc2C1=O)Nc1ccccc1C(F)(F)F	i	i	14.8	i	i	i	i	4.2	i	i	i
Clc1ccc(Nc2nc(-c3cccs3)cs2)nc1	i	i	64.4*	i	i	i	i	-1.9	i	i	i
O=C(C1Cc2ccccc2CN1C(=O)c1ccccc1)N1CCN(c2ccccc2)CC1 (stereo unspecified)	i	i	-13.7	i	i	i	i	1.4	i	i	i
COc1ccccc1C(=O)NNC(=S)NC(=O)c1cc(OC)c(OC)c(OC)c1	i	101*	79.9*	i	i	i	i	-9.3	i	i	i
CC1(C)Cc2c(sc3c2c(=O)n(-c2ccc(Cl)cc2)c(=O)n3CC(N)=O)CO1	i	i	-3.2	i	i	i	i	-2.5	i	i	i
N#CCc1ccc(NC(=O)c2cc(S(=O)(=O)N3CCOCC3)ccc2Cl)cc1	i	i	-6.8	i	i	i	i	5.5	i	i	i
Cc1ccc(-c2nc3ncccc3o2)cc1N	i	i	1.9	i	i	i	i	-3.5	i	i	i
O=C(NC(=S)NNC(=O)c1ccccc1F)c1cccnc1	i	i	31.2	i	i	i	i	9.4	i	i	i
CCOC(=O)[C@H]1[C@H]2COc3ccc(OC)cc3[C@@H]2N2C(=O)c3ccc(F)cc3NC(=O)[C@@]12C	.	i	.	.	.	i	i	1.0	.	i	i
O=C1CCC(C(=O)OCC(=O)C23CC4CC(CC(C4)C2)C3)N1 (stereo unspecified)	i	i	.	i	i	i	i	3.5	i	i	i
Cc1cc(C)cc(-n2ncc3c2CCCC3NC(=O)C2(C(N)=O)CC2)c1 (stereo unspecified)	i	i	0.2	i	i	i	i	-0.7	i	i	i
CN(Cc1ccccc1)S(=O)(=O)c1ccc(NC(=S)NC(=O)C2CCCCC2)cc1	i	i	7.5	i	i	i	i	.	i	i	i
CCN(CC)C(=O)CSc1nc(O)cc(=O)n1CC	i	i	8.3	i	i	i	i	-0.9	i	i	i
O=C(CSc1nc(=O)n(CCCN2CCOCC2)c2c1CCCC2)Nc1cccc(F)c1	i	i	-9.7	i	i	i	i	0.8	i	i	i
CC1CCCC(NC(=O)COC(=O)c2sc3ccccc3c2Cl)C1C (stereo unspecified)	i	i	4.8	i	i	i	i	-7.0	i	i	i
Cc1ccc(-n2nnnc2-c2cccnc2)cc1	i	i	-9.4	i	i	i	i	-4.4	i	i	i
CC(C)OC(=O)CSc1ncnc2c1cnn2Cc1ccccc1	i	i	7.0	i	i	i	i	0.3	i	i	i
CC(O)c1cccc(NC(=O)Nc2cccc(NC(=O)Nc3cccc(C(C)O)c3)c2)c1 (stereo unspecified)	i	i	-0.1	i	i	i	i	-2.5	i	i	i
CCN1CCN(C2=C(NS(=O)(=O)c3ccc(NC(C)=O)cc3)C(=O)c3ccccc3C2=O)CC1	i	i	-9.6	i	i	i	i	0.9	i	i	i
O=Nc1c(-c2ccccc2)cc2ccccn12	i	i	24.3	i	i	i	i	7.4	i	i	i
Cc1nc2ccccc2c2nc(N)nn12	i	i	0.5	i	i	i	i	-4.2	i	i	i
O=C1CC(N2CCN(c3ccccc3O)CC2)C(=O)N1Cc1ccccc1 (stereo unspecified)	i	i	-10.7	i	i	i	i	-8.0	i	i	i
Cc1ccc(-c2csc(=S)n2CC(=O)OCC(=O)NCc2ccco2)cc1	i	i	-4.1	i	i	i	i	-3.2	i	i	i
CCn1nc(C)c(CN2CCN(Cc3ccsc3)C(CCO)C2)c1C (stereo unspecified)	i	i	-2.3	i	i	i	i	-2.4	i	i	i
CCC(C)Nc1nc2c(c(=O)n(C)c(=O)n2C)n1C (stereo unspecified)	i	i	9.0	i	i	i	i	.	i	i	i
CCOC(=O)C1=C(CNCc2ccc(C)cc2)NC(=O)NC1c1ccc(OC)cc1 (stereo unspecified)	i	i	3.0	i	i	i	i	5.7	i	i	i
Cc1oc(-c2cccs2)nc1CN1CCN(CCC(C)C)C(CCO)C1 (stereo unspecified)	i	i	-1.3	i	i	i	i	-3.6	i	i	i
Cc1ccc(N=C2SC(C(=O)O)CC(=O)N2C)cc1C (stereo unspecified)	i	i	25.2	i	i	i	i	3.3	i	i	i

Later entries
SMILES	TRPC6 inh	MrgX1 ag	SKKanGAS inh	RGS4 inh	TRPC6 act	MrgX1 antag	ANO1 block	HDAC3 inhib	RGS4 pot	MrgX1 allo act	TMEM16A act
O=C(NC(=S)Nc1ccc(O)cc1)c1ccccc1Cl	i	i	0.7	i	i	i	i	4.6	i	i	i
COc1ccc(Nc2cc(C)nc3ncnn23)cc1Cl	i	i	-1.2	i	i	i	i	0.9	i	i	i
O=C(O)CSCC(=O)N(c1ccccc1)c1ccccc1	i	i	-0.5	i	i	i	i	6.2	i	i	i
CCOC(=O)N1CCN(Cc2nnc(-c3ccccc3C)o2)CC1	i	i	-9.5	i	i	i	i	-2.1	i	i	i
O=C(O)c1ccc(Nc2nc(-c3ccc([N+](=O)[O-])cc3)nc3ccccc23)cc1	i	i	28.9	i	i	i	i	3.2	i	i	i
